# Compound activity as filed in PubChem.
# SW480 rereplic: DNA re-replication induction in SW480 cells | SW480 DNA re-replication, Hoechst DNA content imaging, 48 h | Potency, µM (top dose mostly 46.1 µM), without a hit: top-dose re-replication activation, most hits filed as activators | actives 1.8% (n = 340,000) | AID 624297; also: potency is read from the fitted curve at half-maximal effect; % of control where 0% means no effect; nearly all actives have a fitted effect of over 55% in size
#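 First, 250 cells per well were seeded. Next, compound or vehicle (23 nL) was pinned in, plates sat 48 hr at 37 C. Finally Hoechst was added for 40 min before fluorescence scanning.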
# MCF10A rerep: DNA re-replication induction in MCF 10a cells; MCF 10A DNA re-replication, Hoechst nuclear intensity, 48 h; Potency, µM (highest dose often 46.1 µM), for inactives: at the top dose activity, positive = re-replication, most hits filed as activators; actives 2.9% (n = 350,000); also: potency is read from the fitted curve at half-maximal effect; % of control where 0% means no effect; nearly all actives have a fitted effect of over 50% in size
# HT1080NT lethal: kills 2HG-producing HT-1080-NT fibrosarcoma cells. actives 1.6% (n = 360,000). HT-1080-NT fibrosarcoma viability, CellTiter-Glo ATP luminescence, 48 h. Potency, µM (doses to about 46.1 µM), without a hit: at the highest dose activity, negative = less viability, actives largely listed as cytotoxic;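 also: NT is the 2HG producing partner of a matched IDH1 knockdown line; potency is read from the fitted curve at half-maximal effect; 0% = DMSO-treated cells and -100% = media-only wells without cells; nearly all actives have a fitted effect of over 55% in size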
#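 A 48-hour cytotoxicity screen used HT-1080-NT cells plated 2 hours before compound delivery. ATP-based CellTiter-Glo luminescence measured viability, normalized to DMSO and no-cell controls.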
# IL1B secr inh: inflammasome signaling inhibition, IL-1 beta readout. actives 4.7% (n = 360,000). THP-1 LPS/ATP IL-1B secretion, AlphaLISA, 16 h; stronger effect = lower value. activity change, % at 57.5 µM; in the data active = activity change below about -50%; inconclusive = mostly about -30% to -49%; also: % is scaled to controls: 0 for no effect and ±100 for the full control effect
#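 Secreted IL-1B measured by AlphaLISA bead assay after 16 h compound exposure of THP-1 cells; compounds (final up to 57.5 uM) added 1 h before LPS (250 ng/mL) and ATP (1.25 mM) stimulation; lower signal means less secretion.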
# ATXN2 expr inh: inhibitors of ATXN2 expression; actives 0.72% (n = 360,000); HEK-293 ATXN2-luciferase reporter, luminescence, 24 h; Potency, µM (highest dose often 57 µM), without a hit: at the highest dose activity change, negative = inhibition, actives largely listed as inhibitors; AID 1745845; also: potency is read from the fitted curve at half-maximal effect; % is scaled to controls: 0 for no effect and ±100 for the full control effect; nearly all actives have a fitted effect of over 55% in size
#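 qHTS (up to 57 uM final) was run with 24 h compound exposure of reporter cells at 37 °C. Each well was multiplexed: SteadyGlo luminescence measured ATXN2-luciferase expression after a fluorogenic Gly-Phe-AFC viability readout (25 uM final).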
# HepG2 tox: kills HepG2 cells in TGF-b inhibitor counter-screen | Potency, µM (highest dose often 46.1 µM), for inactives: top-dose activity change, negative = cytotoxicity, hits mostly cytotoxic | AID 588856 | actives 0.76% (n = 410,000) | HepG2 CAGA-GFP viability, ATP luminescence, 18 h; also: potency is read from the fitted curve at half-maximal effect; some results filed as inactive show a strong effect at the top dose
#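 CellTiter-Glo luminescence gave cytotoxicity after 18 hours at 37 degrees C. The cells were HepG2 CAGA-GFP in 1% FBS DMEM, stimulated with 500 pg/mL TGF-beta after compound addition. %Activity was normalised to no-cell wells (complete cell-killing) and DMSO (no toxicity), and curves were fitted and classified.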
# S2 tox: cell viability loss in ATXN counter-screen | S2 cells (HEK-293 line with an ATXN2-luciferase reporter) viability, CellTiter-Fluor protease fluorescence, 24 h | Potency, µM (titrated, usually from 56.7 µM), usual class: cytotoxic | actives 0.49% (n = 400,000) | AID 651635; also: potency is read from the fitted curve at half-maximal effect; nearly all actives have a fitted effect of over 40% in size
# HT1080 IDH1KD tx: HT-1080 IDH1 knockdown cell toxicity (counter line) | actives 2% (n = 360,000) | Potency, µM (doses to about 46.1 µM), without a hit: at the highest dose activity, negative = toxicity, usual class: cytotoxic | HT-1080 IDH1 knockdown viability, ATP luminescence, 48 h;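 also: potency is read from the fitted curve at half-maximal effect; 0% = DMSO wells and -100% = cell-free medium wells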
#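 After a 2 h attachment period, IDH1KD HT-1080 cells took pin-transferred compound for 48 h at 37 °C; ATP-based luminescence after 10 min room-temperature reagent incubation reported viability.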
# KB-3-1 cytotox: kills parental KB-3-1 adenocarcinoma cells; KB-3-1 viability, CellTiter-Glo ATP luminescence, 72 h; Potency, µM (series often up to 46.1 µM), without a hit: at the top dose activity change, negative = cytotoxic, hits mostly cytotoxic; actives 1.4% (n = 400,000); AID 1347075; also: potency is read from the fitted curve at half-maximal effect; % is scaled to controls: 0 for no effect and ±100 for the full control effect; nearly all actives have a fitted effect of over 60% in size
#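 Cells are dispensed, compounds pinned in, plates held at 37 °C for 72 h, then CellTiter-Glo is added and luminescence read after 10 minutes. Cell line: parental KB-3-1 in phenol-red-free DMEM, 10% FBS.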
# * = called active by the depositor; i = inactive; ? = inconclusive; nt = not tested or not shown; [ ] = dose if it differs, or a comment. Unless noted, calls follow the shape of the dose curve; as a rule, active = well fitted curve in the direction sought with a large enough effect; inconclusive = small, poorly fitted or top-dose-only effect, or another doubt; inactive = no such curve, though single readings can be large; an effect the other way counts as inactive or inconclusive.
structure,KB-3-1 cytotox,SW480 rereplic,S2 tox,IL1B secr inh,HT1080 IDH1KD tx,HepG2 tox,MCF10A rerep,ATXN2 expr inh,HT1080NT lethal
Cc1nn(Cc2c(F)c(F)c(F)c(F)c2F)c(C)c1NC(=O)c1ccc(COc2ccc(F)cc2)o1,2%,0%,?,?,?,-4%,10%,-29%,3%[9.24 µM]
O/N=C\c1cccn1-c1nccs1,0%,-6%,i,8,18%,-16%,0%,0%,0%
CC(C)(C)OC(=O)N[C@@H](Cc1ccccc1)c1nnc(SCC(=O)c2ccc(Cl)cc2)o1,2%,?,i,0,?,7%,?,-13%,?
COc1ccccc1CC(=O)Nc1cccc(C(=O)Nc2nccs2)c1,-1%,-15%,i,0,8%,-10%,1%,13%,7%
Cc1cc(C)nc(SCc2ccc3nonc3c2)n1,-12%,-5%,i,0,-12%,-31%,2%,-1%,1%
CC(O)(c1cccc(F)c1)c1nc(-c2cccc(C(F)(F)F)c2)cs1 (stereo not given),0%,nt,?,-19,?,16µM*,nt,?,21µM*
O=C(Oc1ccccc1N1C(=O)CCC1=O)c1ccco1,9%,-6%,i,17,4%,-42%,-2%[9.22 µM],1%,18%
CCCCCCCOC(=O)c1nc(Cl)c(Cl)c(N)c1Cl,1%,-5%,i,-18,?,-31%,?,-10%,?
Brc1cc2c(cc1CSc1ncccn1)OCO2,13%,-9%,i,-3,-2%,-17%,1%,2%,-4%
O=C(c1n[nH]c(=O)c2ccccc12)N1CCN(S(=O)(=O)c2ccccc2Cl)CC1,1%,-5%,i,-9,-2%,-16%,2%,nt,0%
CCOC(=O)[C@]12CCC=C1N(Cc1cccc3ccccc13)C(=O)[C@H](CC(=O)NCC13CC4CC(CC(C4)C1)C3)C2,-12%,nt,?,17,-21%,nt,nt,-17%,-23%
CN(C)C1(CNC(=O)C2CCN(S(=O)(=O)c3cc(Cl)ccc3Cl)CC2)CCCCC1,-5%,?,i,0,-21%,-34%,29%,-9%,-9%
CCOC(=O)C1CCN(C(=O)COc2ccc(Cl)cc2)CC1,17%,-5%[9.22 µM],i,-7,2%,0%,-2%,-3%,2%
CN(CCc1ccccn1)C(=O)CCC1CCCN(C(=O)CCOc2ccccc2)C1 (stereo not given),-4%,-3%,i,5,0%,-9%,-2%,nt,3%
Cc1ccc(-n2nnnc2-c2cnc3cc4c(cc3c2C)OCO4)cc1,-9%,-6%,i,-1,-4%,-7%,2%,-8%,0%
CCCCOC(=O)Cn1c(=O)c2c(nc3n2CCCCN3c2ccc(C)cc2)n(C)c1=O,-9%,0%,i,-22,-14%,9%,?,-15%,-15%
Cc1cc(C)c(OCCCCN2CCC(C)CC2)c(Br)c1,-9%,24%,i,-78*,?,-59%,?,-21%,?
Cc1cc(C(=O)Cn2cc(C(F)(F)F)ccc2=O)c(C)n1CC1CCCO1 (stereo not given),nt,-2%,?,5,1%,-5%,6%,2%,-3%
Cc1nn(-c2cccc(C(F)(F)F)c2)c(Cl)c1/C=N/n1cnnc1,-2%,18%,i,-3,-18%,-7%,-1%,-15%,-11%
O=S(=O)(c1cccs1)N1CCC(CO)(Cc2ccc(Cl)cc2)CC1,-3%,2%,i,-5,-11%,-18%,10%,-15%,-27%
COc1cccc(C2=CC(c3cccc(OC)c3OC(F)F)n3nnnc3N2)c1 (stereo not given),-4%,?,i,2,-21%,-3%,?,2%,-4%
Nn1c(SCC(=O)NC2CCCCC2)nnc1C1CC1,-6%,-13%,i,23,-9%,-13%,-1%,-1%,-3%
C=CCNc1nc(Nc2ccccc2F)nc(OCC)n1,1%,-13%,i,0,2%,-3%,-2%,44%[activator],1%
CC(=O)Oc1c(Cl)cc(N(C(C)=O)S(=O)(=O)c2ccccc2)c2ccccc12,?,6.5µM*,?,186,?,-83%,?,nt,?
COc1cc2c(cc1OC)CN(c1ccc([N+](=O)[O-])cc1C#N)CC2,0%,-5%,i,?,-2%,5%,13%,-14%,-16%
CC(=O)Nc1ccc(NC(=O)C2CCN(S(=O)(=O)c3ccc4c(c3)OCCO4)CC2)cc1,-11%,-6%,i,-2,-1%,-1%,13%,1%,-10%
Cc1ccc(S(=O)(=O)N2C[C@H]3C(=O)C[C@@H](c4ccccc4C)N(S(=O)(=O)c4ccc(C)cc4)[C@H]3C[C@H]2c2ccccc2)cc1,0%,nt,i,-18,16%,-14%,nt,7%,14%
CC(C)COc1cccc(C(=O)NC(=S)NCc2cccnc2)c1,-19%,6%,i,7,-3%,0%,4%,-12%,-1%
COc1ccc2c(CC#N)c[nH]c2c1,9%,-10%,i,13,-3%,-15%,0%,-2%,-7%
S=C(NCC1CCCO1)Nc1cccc2ccccc12 (stereo not given),1%,27%,i,1,2%,21%,3%,15%,-4%
CN(C1CCCCC1)S(=O)(=O)c1ccc(F)c(C(=O)Nc2ccc(C(F)(F)F)cc2)c1,?,nt,?,nt,nt,-16%,nt,0%,nt
C[C@@H]1COc2cc(N3CCSCC3)ccc2S(=O)(=O)N1,16%,nt,i,10,6%,nt,nt,12%,29%
Cc1ccccc1Cn1c(=O)n(Cc2ccc(Cl)cc2)c(=O)c2cccnc21,-8%,nt,i,nt,nt,4%,nt,-6%,nt
Cc1ccc(C)c(NC(=O)CCC(=O)N/N=C/c2cccnc2)c1,1%,3%,i,14,8%,7%,-5%,0%,-4%
COc1ccc(CC(NC(C)=O)C(=O)N2CCN(C(=O)N(C(C)C)C(C)C)CC2)cc1 (stereo not given),18%,-3%,i,10,6%,1%,-3%,5%,11%
O=c1c2[nH]c3ccccc3c2ncn1Cc1ccncc1,0%,-2%,i,-12,-8%,-29%,7%,14%,8%
COc1cccc(OC)c1C(=O)Nc1ccc(C)cc1C(=O)c1ccccc1,-16%,5%,i,?,-15%,3%,16%,4%,-11%
Cc1ccccc1NC(=O)COc1ccc(S(=O)(=O)N2CCCC2)cc1C,-3%,3%,?,i,-2%,10%,4%,-20%,4%
Cc1ccc2[nH]c(=O)c(CN(Cc3nnnn3C3CCCC3)C3CCCCC3)cc2c1,-2%,17%,i,20,-6%,-14%,21%,-3%,1%
CC(C)OCCCNC(=O)CN1C(=O)CC(C)(C)S(=O)(=O)c2ccccc21,5%,6%,i,-6,-2%,11%,-2%,10%,-3%
COCCSc1nnc(NC(=O)Cc2ccc(OC)cc2)s1,1%,-76%[inhibitor],i,22,6%,0%,3%,nt,5%
CC(=O)c1ccc(-c2ccc(C(=O)N(C)Cc3nc4ccccc4c(=O)[nH]3)o2)cc1,-2%,-1%,nt,7,-12%,-19%,-1%,nt,-6%
Nc1nc(NC(=O)/C=C/c2ccccc2)nn1-c1ccccc1,10%,-153%[inhibitor],i,-2,9%,-3%,-42%[inhibitor],2%,5%
COC(=O)c1cc(COc2ccc3ccc(=O)oc3c2)c(C)o1,14%,-4%,i,2,-3%,-21%,2%,2%,-1%
CCOC(=O)c1nnn(-c2nonc2N)c1CNc1ccc(C)c(Br)c1,-8%,-4%,i,21,-2%,-8%,4%,-12%,-1%
Cc1ccc2c(c1)oc(=O)n2CC(=O)c1ccccc1,15%,1%[9.22 µM],i,-24,-2%,5%,5%,3%,26%
N#Cc1ccc(NC(=O)COC(=O)c2ccc(F)c(S(=O)(=O)N3CCOCC3)c2)cc1,9%,-12%,i,-8,0%,4%,-4%,10%,-2%
COCc1cccc(-c2csc(C(C)(O)c3ccc(OC)cc3)n2)c1 (stereo not given),0%,nt,i,17,-3%,-24%,nt,3%,13%
CCC(=O)Nc1ccc2nn(-c3ccc(F)cc3)nc2c1,6%,12%,i,39,2%,-5%,3%,94%[activator],0%
CC(=O)n1cc([C@H]2C=C(C(=O)Nc3ccccc3)O[C@@H](OCc3ccc(CO)cc3)C2)c2ccccc21,0%,16%[9.22 µM],?,0,-22%,-7%,?,-18%,-19%
Cc1cccc(Cc2c(C)nc3nc(SCC(=O)O)nn3c2C)c1,-1%,-6%,i,0,-3%,-5%,-3%,?,-2%
O=C(Nc1cccc(O)c1)c1cc(-c2ccccc2F)no1,15%,nt,i,nt,nt,6%,nt,35%,nt
O=c1[nH]c(=S)n(-c2cccc(C(F)(F)F)c2)c(O)c1C=NCCN1CCNCC1,-4%,-3%,i,14,-1%,-6%,-1%,-16%,0%
COc1cc(C(=O)NC2CCN(CC(=O)Nc3cccc(C)c3C)CC2)cc(OC)c1OC,4%,4%,i,-4,2%,1%,7%,-15%,-13%
O=C(Nc1cccc(S(=O)(=O)N2CCCCC2)c1)c1ccc([N+](=O)[O-])o1,?,6.5µM*,?,-92*,5.2µM*,-59%,16µM*,?,10µM*
COc1cccc(CNC(=O)COC(=O)c2ccc(-c3ccc(O)cc3)cc2)c1,-10%,nt,?,60,21µM*,-9%,nt,nt,?
Cc1cnc(NC(=O)c2ccc3ncsc3c2)s1,11%,?,i,-4,0%,8%,13%,-3%,-1%
Cc1nc(CNC(=O)C2CCC(=O)N(Cc3cccc(F)c3)C2)sc1C (stereo not given),-3%,-6%,i,16,10%,10%,1%,-1%,13%
CCc1ccccc1N(C)C(=O)c1cc2c(s1)-c1c(C)cccc1OC2,-2%,nt,i,nt,nt,-25%,nt,-5%,nt
O=C(CSc1nc2ccccc2o1)Nc1nc2c(s1)CCCC2,?,?,i,-10,?,-18%,12%,nt,?
